PME-1 inh: PME-1 (human) inhibition. 0.53% of 320,000 active. recombinant PME-1, FP-Rh probe fluorescence polarization. Q9Y570. inhibition, % at 5.9 µM. AID 2130;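 active = inhibition above the campaign mean of all compounds plus 3 SD, cut at about 26% in these data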;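 also: competitive labeling of PME-1 active site by serine hydrolase directed probe; 0% = PME-1 with DMSO and 100% = wells lacking PME-1 enzyme; inhibitors block probe labeling so polarization falls and inhibition rises; many of its hits are not listed in these tables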
Target sequence (Q9Y570 whole entry, looked up): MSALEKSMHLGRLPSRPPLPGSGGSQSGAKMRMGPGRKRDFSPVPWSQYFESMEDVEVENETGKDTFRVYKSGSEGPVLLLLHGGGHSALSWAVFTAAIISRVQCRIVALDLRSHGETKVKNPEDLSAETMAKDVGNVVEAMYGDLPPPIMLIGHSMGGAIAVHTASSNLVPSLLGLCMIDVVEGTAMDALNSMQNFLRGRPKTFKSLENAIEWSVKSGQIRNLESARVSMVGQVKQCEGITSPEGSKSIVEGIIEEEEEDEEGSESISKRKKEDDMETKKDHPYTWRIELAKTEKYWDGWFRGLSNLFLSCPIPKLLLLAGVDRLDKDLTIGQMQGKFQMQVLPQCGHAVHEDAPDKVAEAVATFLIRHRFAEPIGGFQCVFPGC
Fam108B inh: blocks mouse Fam108B hydrolase in RBBP9 counter-screen; inhibition, % at 9.51 µM; recombinant Fam108B, FP-Rh probe fluorescence polarization; 0.33% of 300,000 active; AID 1947;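 active = inhibition above the screen mean inhibition plus 3 SD, computed separately per campaign, cut at about 18% in these data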;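 also: inhibitors lower polarization as less probe binds the enzyme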
PAFAH1B3 inh: PAFAH1B3 (human) inhibition; 0.28% of 340,000 active; recombinant PAFAH1B3, FP-rhodamine probe, fluorescence polarization; Q15102; inhibition, % at 3.39 µM; AID 492972;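 active = inhibition above the screen-wide average of all tested compounds plus 3 SD, cut at about 25% in these data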;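 also: 0% = enzyme with DMSO only and 100% = wells lacking PAFAH1B3 protein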
PAFAH2 FP inh: inhibitors of human PAFAH2; Q99487; recombinant PAFAH2, FP-rhodamine activity probe, fluorescence polarization; inhibition, % at 3.39 µM; 0.99% of 340,000 active;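 active = inhibition above the mean over all tested compounds plus 3 SD, cut at about 30% in these data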;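 also: inhibitors block probe labeling of enzyme so polarization drops; 0% = enzyme with DMSO and 100% = wells lacking PAFAH2 protein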
PAD4 FP inh: PAD4 (human) enzyme inhibition. 0.41% of 330,000 active. recombinant PAD4, RCA probe fluorescence polarization. Q9UM07. inhibition, % at 6.36 µM. AID 485272;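 active = percent inhibition above a cutoff equal to the mean of all tested compounds plus 3 SD, cut at about 15% in these data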;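 also: 0% = PAD4 with RCA probe and DMSO and 100% = probe without PAD4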
LYPLA1 inh: LYPLA1 (human) inhibition in PME1 counter-screen | recombinant LYPLA1, FP-Rh probe fluorescence polarization | 0.16% of 320,000 active | AID 2174 | inhibition, % at 5.9 µM | O75608;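 active = inhibition above the mean of all tested compounds plus 3 SD, set per campaign, cut at about 14% in these data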;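 also: inhibitors block serine hydrolase probe labeling of LYPLA1 so polarization falls; 0% = enzyme with DMSO and 100% = wells lacking LYPLA1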
Target sequence (O75608 whole entry, looked up): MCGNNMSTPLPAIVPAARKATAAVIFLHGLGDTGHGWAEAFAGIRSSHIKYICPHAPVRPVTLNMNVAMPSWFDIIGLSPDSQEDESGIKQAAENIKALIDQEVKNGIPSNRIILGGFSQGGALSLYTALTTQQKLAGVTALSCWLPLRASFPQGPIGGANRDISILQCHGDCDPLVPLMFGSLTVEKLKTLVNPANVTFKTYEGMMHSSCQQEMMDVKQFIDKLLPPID
pPAFAH FP inh: inhibitors of human plasma PAF acetylhydrolase (pPAFAH) | recombinant pPAFAH, FP-rhodamine probe fluorescence polarization | inhibition, % at 3.39 µM | 1.5% of 330,000 active | Q13093;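 active = inhibition above the mean inhibition across the screen plus 3 SD, cut at about 25% in these data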;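 also: inhibitors block binding of the rhodamine activity-based probe so polarization drops; 0% = enzyme with DMSO and 100% = wells lacking pPAFAH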
PAFAH1B2 FP inh: PAFAH1B2 (human) inhibition | 1.2% of 340,000 active | P68402 | inhibition, % at 3.39 µM | AID 492953 | recombinant PAFAH1B2, FP-rhodamine activity probe, fluorescence polarization;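 active = inhibition above the mean of all tested compounds plus 3 SD, cut at about 24% in these data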;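 also: 0% = enzyme with DMSO and 100% = wells lacking PAFAH1B2; many of its hits are not listed in these tables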
Target sequence (P68402 whole entry, looked up): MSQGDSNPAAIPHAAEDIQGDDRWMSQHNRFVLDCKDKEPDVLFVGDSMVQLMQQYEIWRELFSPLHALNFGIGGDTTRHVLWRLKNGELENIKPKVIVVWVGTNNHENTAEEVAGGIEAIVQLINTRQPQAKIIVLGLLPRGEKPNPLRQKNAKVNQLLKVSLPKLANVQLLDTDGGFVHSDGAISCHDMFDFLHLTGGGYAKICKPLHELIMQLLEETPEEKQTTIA
GSTO1 counter: counter-screen for RBBP9 inhibitors: inhibitors of human GSTO1 | P78417 | recombinant GSTO1, activity-based probe fluorescence polarization | inhibition, % at 5.96 µM | 1.1% of 300,000 active;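 active = inhibition above the campaign mean inhibition plus 3 SD, cut at about 35% in these data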;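 also: 0% = GSTO1-1 with DMSO and 100% = wells lacking GSTO1-1 enzyme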
Target sequence (P78417 whole entry, looked up): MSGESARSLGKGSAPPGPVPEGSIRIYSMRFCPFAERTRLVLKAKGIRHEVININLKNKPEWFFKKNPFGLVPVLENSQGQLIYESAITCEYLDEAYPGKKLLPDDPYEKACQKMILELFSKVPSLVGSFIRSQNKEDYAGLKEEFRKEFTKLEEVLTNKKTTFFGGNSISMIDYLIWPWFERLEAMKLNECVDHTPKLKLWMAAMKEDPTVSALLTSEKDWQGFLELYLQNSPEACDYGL
An asterisk follows results filed as active; / = not tested or not shown. Some of the compounds tested. The share of hits here may be higher or lower than overall.

SMILES | PME-1 inh | Fam108B inh | PAFAH1B3 inh | PAFAH2 FP inh | PAD4 FP inh | LYPLA1 inh | pPAFAH FP inh | PAFAH1B2 FP inh | GSTO1 counter
O=C(Nc1ccc(Oc2ccccc2)cc1)C1CCCO1 (centres undefined) | 2 | 2 | 22 | 0 | -5 | 1 | 6 | 2 | 6
CCCCOC(=O)n1c(=O)oc2ccc(S(=O)(=O)N3CCCCC3)cc21 | -11 | 2 | 8 | 66* | 0 | -7 | 12 | 8 | 4
COc1ccc(C2(C)NC(=O)N(CC3CCCCC3)C2=O)cc1 (centres undefined) | 6 | 0 | -2 | 6 | -1 | -3 | -4 | 5 | 1
O=C(Cc1n[nH]c(=O)c2ccccc12)NC(c1ccccc1)c1ccccc1 | 0 | 0 | 0 | -8 | -2 | -4 | 1 | 3 | -4
CCN(CC)c1ccc(/C=C(\C#N)C(=O)c2ccc(Br)cc2)cc1 | 15 | 61* | 41* | 81* | -11 | 32* | -4 | 55* | -43
COc1ccc(C2C(=O)c3ccccc3C2=O)c(OC)c1 | -5 | -1 | 0 | 1 | -2 | -1 | -2 | 3 | 3
Cc1ccc(N(C)S(=O)(=O)c2cccc(C(=O)Nc3nnc(C4CC4)s3)c2)cc1 | -7 | -2 | 8 | 3 | 3 | -1 | 8 | 8 | -17
COc1ccc(NC(=O)c2cc(C)nc3ccccc23)c(OC)c1 | 3 | -4 | 10 | 4 | -1 | 0 | 9 | 3 | 0
Cc1ccc(C)c(S(=O)(=O)NCC(=O)NCc2ccco2)c1 | -6 | 1 | 9 | 4 | -7 | -2 | 2 | 0 | -1
Cc1cc(C)cc(NC(=S)NC(=O)Cc2ccccc2)c1 | 7 | -3 | 3 | 7 | 3 | -3 | 7 | -1 | 5
O=C(CSc1nc2nccnc2c(=O)n1Cc1cccs1)Nc1ccccc1F | -9 | 3 | 10 | 5 | 5 | 0 | 5 | 5 | 10
O=[N+]([O-])c1ccccc1/C=N/NC1=NS(=O)(=O)c2ccccc21 | 1 | 1 | -5 | -3 | -7 | 1 | 6 | 1 | -3
Cc1ccc(NC2CCCN(C(=O)CCC3=NNC(=O)CC3)C2)cc1C (centres undefined) | -3 | 2 | 1 | -2 | -4 | 1 | -4 | -2 | -1
O=C(Cn1ncc(Cl)c(Cl)c1=O)N1CCOCC1 | 1 | -1 | / | / | 4 | 0 | 0 | / | -8
O=S(=O)(/C=C/c1ccccc1)N1CCc2ccccc2C1 | 2 | 0 | 6 | 0 | -7 | -5 | 2 | 9 | -2
O=C(COc1ccccc1Cl)NCCNC(=O)c1ccco1 | -1 | -3 | 2 | 0 | -5 | 2 | 0 | 3 | 0
CCOc1cc(C(=O)NCc2nnc(SCC(=O)OC)n2C)cc(OCC)c1OCC | 0 | 2 | 1 | -6 | 3 | 3 | 6 | 3 | 2
Cc1ccc(N2CCCn3c2cc(C)c(C#N)c3=O)cc1Cl | -1 | 0 | 10 | -10 | 2 | -4 | 6 | 0 | -4
CC(=O)c1cccc(S(=O)(=O)N(CCCO)Cc2cc3ccc(C)cc3[nH]c2=O)c1 | -14 | 0 | 2 | -5 | -2 | -1 | 1 | 2 | 9
CCNc1nc(NCC)nc(N(C)n2cnnc2)n1 | 2 | 5 | 1 | -8 | 2 | 0 | 2 | 2 | 0
CC(=O)Nc1ccc(NC(=O)C(C)OC(=O)c2cc(S(=O)(=O)N3CCOCC3)ccc2Cl)cc1 (centres undefined) | 2 | 0 | 6 | 0 | 5 | -2 | 0 | 6 | -1
O=C(Nc1cccnc1)c1cc2c(ccc3ccccc32)o1 | -35 | -6 | -6 | -2 | 3 | -7 | -3 | -6 | -11
COC(=O)C(Cc1c[nH]c2ccccc12)NC(=O)c1cccc(S(=O)(=O)N2CCCCC2)c1 (centres undefined) | -3 | / | 7 | 3 | 1 | -1 | -1 | 9 | /
O=[n+]1c2c(n([O-])c3cc(F)c(N4CCCC4)cc31)CCCC2 | -8 | -3 | -12 | -7 | 6 | 1 | 6 | 0 | 8
CC(C)CNC(=O)C1C2C=CC(C2)C1C(=O)O (centres undefined) | 5 | -2 | 1 | 2 | 7 | -2 | -4 | 4 | -5

Shown with two lines to a compound: two of the compounds above.
Below each SMILES: PME-1 inh	Fam108B inh	PAFAH1B3 inh	PAFAH2 FP inh	PAD4 FP inh	LYPLA1 inh	pPAFAH FP inh	PAFAH1B2 FP inh	GSTO1 counter
O=C(Nc1ccc(Oc2ccccc2)cc1)C1CCCO1 (centres undefined)
  2	2	22	0	-5	1	6	2	6
CCCCOC(=O)n1c(=O)oc2ccc(S(=O)(=O)N3CCCCC3)cc21
  -11	2	8	66*	0	-7	12	8	4

Following part.
SMILES | PME-1 inh | Fam108B inh | PAFAH1B3 inh | PAFAH2 FP inh | PAD4 FP inh | LYPLA1 inh | pPAFAH FP inh | PAFAH1B2 FP inh | GSTO1 counter
CC1CCCCC1NC(=O)C(Cc1ccccc1)NS(=O)(=O)c1cccs1 (centres undefined) | -3 | 4 | -6 | 5 | -4 | -2 | 5 | 8 | 4
CCOC(=O)C1=C(N)Oc2c(oc(CO)cc2=O)C1c1ccc(Cl)cc1 (centres undefined) | -2 | -1 | -2 | 6 | 2 | 0 | -3 | 6 | 5
CCn1c(SCC(=O)NCCc2ccccc2)nc2c([nH]c3ccccc32)c1=O | 2 | -2 | 11 | -3 | -8 | -2 | -7 | 0 | 1
C=CCSc1nc2ccccc2n1Cc1nnc(-c2cccs2)o1 | 2 | 3 | 7 | 6 | -1 | -1 | 6 | -3 | 2
O=c1/c(=C/c2ccc(CNS(=O)(=O)c3ccccc3)o2)sc2n1CCN=2 | 3 | 1 | 3 | 12 | -2 | -3 | 16 | 5 | 12
COc1ccc(-c2nnc3n2-c2ccccc2SC3)cc1OC | 5 | -3 | 4 | -6 | -2 | -1 | -3 | 3 | -1
CC1=C(C(=O)OC(C)(C)C)C(c2ccc(Br)cc2)NC(=O)N1CCCC(=O)O (centres undefined) | -5 | 2 | / | / | -3 | -3 | 6 | / | 7
COC(=O)c1c(NC(=O)COC(=O)c2ccccc2O)sc2c1CCCCC2 | 2 | 0 | -1 | -9 | 3 | 2 | 1 | -1 | 17
O=C1CC(NNc2ccccc2)C(=O)N1c1ccccc1 (centres undefined) | 6 | 4 | 6 | 4 | -5 | 0 | 1 | -1 | 2
CC(C)C(NC(=O)c1ccc(F)cc1)C(=O)N1CCN(c2ccccn2)CC1 (centres undefined) | / | / | 11 | -1 | 1 | / | -2 | -1 | /
Cc1ccc(-n2cc(CCCCCCCCC(=O)O)nn2)cc1 | 1 | 0 | -9 | -2 | -2 | 1 | 5 | 1 | 3
CN1C(=O)C(CCC(=O)O)NC1=S (centres undefined) | -2 | 0 | 8 | -1 | 0 | 3 | -2 | -2 | -3
COc1ccc(NS(=O)(=O)c2cc(NC(=O)/C=C/c3ccccc3OC)ccc2N2CCCCC2)cc1 | -11 | -9 | -3 | -10 | -3 | -5 | 3 | -1 | -2
CCOc1ccccc1NC(=O)c1cccc(NC(=O)C(C)C)c1 | 1 | -1 | -1 | -1 | 2 | 2 | -3 | 2 | 3
O=c1[nH]cnc2c1N=C(c1cccc([N+](=O)[O-])c1)CC(c1ccccc1)N2 (centres undefined) | 4 | 3 | -1 | 5 | -3 | -2 | 6 | 2 | -1
COc1cccc(NC(=S)C(C#N)=C2N(C)c3ccccc3N2C)c1 | -7 | 0 | 1 | 4 | -3 | 0 | -6 | 1 | 0
CCOC(=O)/C(N=Nc1sc(C(=O)OC)c(C)c1C(=O)OCC)=C(\O)CCl | -6 | -10 | 7 | -6 | -12 | 1 | -7 | -1 | -10
COc1ccc(NC(=O)c2c(Cl)n(C)c3ccccc23)cc1 | -2 | 4 | 4 | -2 | 1 | -4 | 3 | 2 | 17
CC(=O)Nc1cccc(NS(=O)(=O)c2c(C)noc2C)c1 | / | / | 3 | -2 | -4 | / | -2 | 4 | /
CCOC(=O)N1CCN(C(=O)Cc2ccc(Cl)cc2)CC1 | 0 | 5 | 6 | 1 | -1 | -2 | 1 | 3 | -3
Cc1c(NC(C)c2ccccc2O)c(=O)n(-c2ccccc2)n1C (centres undefined) | -3 | -2 | 4 | 3 | -3 | -1 | -5 | -2 | 13
O=C1CC(C2CCCO2)C(=O)N1c1ccc(Cl)c(Cl)c1 (centres undefined) | -3 | 0 | 5 | 0 | 2 | -5 | 0 | -4 | 11
O=C(CC1CCCC1)Nc1cc(C(F)(F)F)ccc1-n1cncn1 | 1 | / | 9 | 4 | 5 | -5 | -8 | 0 | /
CN(C)S(=O)(=O)c1cccc(C(=O)Nc2ccc(C(=O)Nc3cccc(S(N)(=O)=O)c3)cc2)c1 | / | / | -6 | -11 | -3 | / | -3 | -4 | /
COc1ccc(C(=O)N(C)C2CCCc3ccccc32)cc1OC1CCN(C(C)C)CC1 (centres undefined) | -5 | -2 | 5 | 3 | -1 | 0 | 6 | 5 | -4
SMILES | PME-1 inh | Fam108B inh | PAFAH1B3 inh | PAFAH2 FP inh | PAD4 FP inh | LYPLA1 inh | pPAFAH FP inh | PAFAH1B2 FP inh | GSTO1 counter
Cc1cc(N2CCN(c3ccc(F)cc3)CC2)nc(-c2ccccc2)n1 | -5 | 2 | 8 | -5 | -7 | -4 | -6 | 7 | -4
CC(C[N+](C)(C)C)OC(N)=O (centres undefined) | 3 | 1 | -5 | -4 | -3 | -1 | 2 | 4 | 5
O=C(CN1CC[C@@]2(O)CCCC[C@H]2[C@@H]1c1ccc(F)cc1)NCc1ccco1 | -1 | 6 | 7 | -3 | 6 | 3 | 5 | 2 | 19
COc1ccc(C2=NN(C(C)=O)CC2c2cccc([N+](=O)[O-])c2)cc1 (centres undefined) | -4 | 6 | 2 | 7 | 0 | -4 | 4 | 0 | 2
O=C(c1cc(-c2ccccc2)on1)N1CCN(C(=O)c2ccco2)CC1 | 3 | 1 | 4 | 17 | 1 | -2 | 2 | -1 | 6
CC(C)CN(CC(C)C)S(=O)(=O)N1CCC(C(=O)NCc2cccnc2)CC1 | -5 | -2 | 5 | 7 | -5 | -3 | -8 | 12 | 1
Cc1cc(C)cc(CN2C(=O)NC3(CCCCCC3)C2=O)c1 | 9 | -3 | 1 | -2 | -5 | -2 | 4 | 4 | -4
N#Cc1cc2c(nc1SCC(N)=O)CCCCC2 | 4 | 3 | 6 | -4 | -2 | 1 | 4 | 2 | 8
Cc1ccc(C(=O)Nc2ccc(C)c(S(=O)(=O)N3CCOCC3)c2)c(C)c1 | -5 | -4 | 0 | -5 | 5 | 3 | 5 | -1 | 4
O=C(NC(=S)Nc1ccccc1N1CCCC1)c1ccccc1[N+](=O)[O-] | 7 | 8 | -3 | 5 | 1 | -4 | 4 | 4 | -4
COC(=O)c1ccc2c(=O)n(NC(=O)C(c3ccccc3)c3ccccc3)c(=S)[nH]c2c1 | 1 | -3 | -6 | 14 | -9 | -2 | 1 | 12 | 0
Cc1ccc(C(=O)N/C(=C\c2cn(C)c3ccccc23)C(=O)N2CCOCC2)cc1 | -5 | 4 | 8 | 2 | -6 | 1 | 0 | -4 | -2
Cc1cc(N2CCN(c3ncccn3)CC2)nc2c(C)cccc12 | 6 | -3 | 11 | 6 | 1 | -3 | 1 | 4 | -1
Cc1ccc(Cn2nc(C)c(C(=O)NCC(c3ccc(F)cc3)N3CCOCC3)c2Cl)cc1 (centres undefined) | -1 | / | 6 | -6 | 2 | -1 | 5 | -1 | /
Cc1cc(=O)nc2c3ccccc3n(CC(=O)NC3CCCCC3)n12 | -11 | -7 | 1 | 3 | 2 | -2 | -4 | 1 | 4

High-throughput results: PubChem BioAssay, The Scripps Research Institute Molecular Screening Center
